Compound activity as filed in PubChem BioAssay.
BoNT F protease – inhibitors of Botulinum neurotoxin F light chain protease | AID 588497 | hit rate 0.22% among 360,000 | inhibition, % at 10 µM | Multiplex microsphere protease cleavage assay, flow cytometry; in the data active means inhibition above about 35%, passing the limit was not always enough; inconclusive means no clear call, values can overlap the other calls; further: plate controls were buffer without enzyme for full effect and enzyme alone for no effect
PriA SSB inh – inhibitors of Klebsiella pneumoniae PriA binding to SSB C-terminal tail. AlphaScreen SSBct-PriA binding, biotinylated peptide. AID 1272365. hit rate 0.6% among 430,000. inhibition, % at 33 µM; in the data active means inhibition mostly above about 37%, no sharp cut-off; inactive means mostly below about 20%;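 further: plate controls were negative control peptide for no effect and reference peptide for full effect; strong numbers were not always called active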
DUSP3 inh – inhibitors of human VHR1 phosphatase (DUSP3). recombinant VHR phosphatase, pNPP absorbance. hit rate 0.52% among 290,000. inhibition, % at 13.3 µM. AID 1654. P51452; in the data active means inhibition above about 50%; further: some compounds called inactive have numbers as strong as hits
Target sequence (P51452 whole entry, looked up): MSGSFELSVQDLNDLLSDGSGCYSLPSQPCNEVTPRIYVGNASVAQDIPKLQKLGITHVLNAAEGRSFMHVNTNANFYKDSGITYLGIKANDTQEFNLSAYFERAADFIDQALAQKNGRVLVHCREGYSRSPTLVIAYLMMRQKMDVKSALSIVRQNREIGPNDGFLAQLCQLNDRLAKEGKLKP
MazF activator – activators of E. coli MazEF toxin-antitoxin RNase. FAM/BHQ RNA-DNA oligo cleavage fluorescence, 5 h. P0AE70. activation, % at 20 µM. hit rate 0.32% among 350,000; in the data active means activation above about 50%
Target sequence (P0AE70 whole entry, looked up): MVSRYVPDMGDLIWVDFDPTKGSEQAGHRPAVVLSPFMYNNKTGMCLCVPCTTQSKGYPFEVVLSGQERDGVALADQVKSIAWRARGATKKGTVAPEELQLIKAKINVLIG
3CLpro inhibitor – SARS-CoV 3CLpro protease inhibition | P0C6X7 | recombinant SARS-CoV 3CLpro, quenched FRET peptide cleavage | inhibition, % at 6 µM | hit rate 0.14% among 290,000 | AID 1706; in the data active means inhibition above about 12%
Rv3671c inh – inhibits the M. tuberculosis serine protease Rv3671c. inhibition, % at 5.96 µM. hit rate 0.048% among 320,000. AID 2606; in the data active means inhibition above about 38%;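 further: extracellular domain of Rv3671c used as enzyme; 0% = enzyme with DMSO and 100% = no enzyme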
Target sequence (P9WHR9 whole entry, looked up, the tested form may be a part): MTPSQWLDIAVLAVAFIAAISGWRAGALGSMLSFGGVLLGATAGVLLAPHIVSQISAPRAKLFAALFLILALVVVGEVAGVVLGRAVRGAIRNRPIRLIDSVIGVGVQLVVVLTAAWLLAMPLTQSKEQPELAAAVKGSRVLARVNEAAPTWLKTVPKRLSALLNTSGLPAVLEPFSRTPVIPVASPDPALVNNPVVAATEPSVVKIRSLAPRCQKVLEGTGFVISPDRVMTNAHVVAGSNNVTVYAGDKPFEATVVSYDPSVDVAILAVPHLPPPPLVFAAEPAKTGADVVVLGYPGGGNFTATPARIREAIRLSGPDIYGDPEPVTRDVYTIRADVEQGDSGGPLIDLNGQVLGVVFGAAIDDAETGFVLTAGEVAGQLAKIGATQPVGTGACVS
PrPC surface inh – inhibitors of human cell surface prion protein PrPC | TR-FRET read-out | inhibition, % at 13.8 µM | hit rate 0.43% among 370,000 | AID 720596; in the data active means inhibition above about 24%; further: 0% = median of the test wells and 100% = reference compound wells
BoNT A protease – inhibitors of Botulinum neurotoxin A light chain protease | multiplex microsphere protease substrate cleavage, flow cytometry | inhibition, % at 10 µM | hit rate 0.17% among 360,000 | AID 588499; further: plate controls were buffer without enzyme for full effect and enzyme alone for no effect
CCHFV vOTU inh – blocks the CCHF virus ovarian tumor domain protease; hit rate 0.55% among 370,000; inhibition, % at 11.5 µM; CCHFV vOTU protease, Pep-AMC fluorescence; in the data active means inhibition above about 30%; further: 0% = vehicle wells with enzyme and 100% = no enzyme wells
Anthrax LF inh2 – inhibitors of Bacillus anthracis lethal factor protease | P15917 | multiplex microsphere protease cleavage assay, LF | inhibition, % at 10 µM | hit rate 0.12% among 360,000; further: plate controls were buffer without enzyme for full effect and enzyme alone for no effect
* marks the source's active call; other numbers are inactive results. Unless noted, no stated cut-off is given here; in the data, active means inhibition above about 30%; inconclusive means no clear call, values can overlap the other calls; inactive means below that. Some of the compounds tested; count on the stated rates, not on these rows.

`COc1ccc(N2CCN(C(=O)C3CCN(S(=O)(=O)c4ccccc4)CC3)CC2)cc1` gave BoNT F protease -7, PriA SSB inh 3, DUSP3 inh -1, MazF activator 5, 3CLpro inhibitor 1, Rv3671c inh 0, PrPC surface inh 8, BoNT A protease -2.7, CCHFV vOTU inh -12 and Anthrax LF inh2 -5.
Screening CCN(CC(=O)NC(C)C)C(=O)c1ccc(S(=O)(=O)N(C)c2ccccc2OC)cc1 returned BoNT F protease 16, PriA SSB inh -6, DUSP3 inh -2, MazF activator 2, 3CLpro inhibitor 0, Rv3671c inh 8, PrPC surface inh 4, BoNT A protease 1.3, CCHFV vOTU inh 5 and Anthrax LF inh2 -2.
For COc1ccccc1NC(=O)c1sc2ncn(CC(=O)N3CCC(C)CC3)c(=O)c2c1C the results were BoNT F protease -1, PriA SSB inh -17, DUSP3 inh 25, MazF activator 19, 3CLpro inhibitor -1, Rv3671c inh 12, PrPC surface inh -7, BoNT A protease 0.4, CCHFV vOTU inh 16 and Anthrax LF inh2 1.
`Cc1ccnc(N2CCCC(C(=O)Nc3cc(F)ccc3C)C2)n1` (centres undefined) gave BoNT F protease -11, PriA SSB inh -4, DUSP3 inh 22, MazF activator 1, 3CLpro inhibitor -1, Rv3671c inh 1, PrPC surface inh -6, BoNT A protease -1.6, CCHFV vOTU inh -4 and Anthrax LF inh2 -3.
For O=C(CCC(=O)N1CCCC1)Nc1nnc(C2CCCCC2)s1 the results were BoNT F protease -31, PriA SSB inh -20, DUSP3 inh -1, MazF activator 5, 3CLpro inhibitor 2, Rv3671c inh 0, PrPC surface inh -3, BoNT A protease -0.9, CCHFV vOTU inh 13 and Anthrax LF inh2 -2.
Screening CCCCNC(=O)Nc1ccon1 returned BoNT F protease 5, PriA SSB inh -12, DUSP3 inh 0, MazF activator 2, 3CLpro inhibitor -5, Rv3671c inh -6, PrPC surface inh -4, BoNT A protease -0.2, CCHFV vOTU inh 4 and Anthrax LF inh2 2.
For C=CC[C@]12CCc3sccc3C1N(c1ccc(C(=O)OCC)cc1)C2=O (some centres undefined) the results were BoNT F protease -13, PriA SSB inh -8, MazF activator 0, Rv3671c inh -7, PrPC surface inh -2, BoNT A protease -0.6, CCHFV vOTU inh 0 and Anthrax LF inh2 -5.
For NNc1ccc(Cl)c(C(=O)O)c1 the results were BoNT F protease -17, PriA SSB inh 1, DUSP3 inh 5, MazF activator -2, 3CLpro inhibitor 2, Rv3671c inh -10, PrPC surface inh -3, BoNT A protease -0.2, CCHFV vOTU inh 0 and Anthrax LF inh2 -1.
CSC1=NCCN1C(=O)Cc1cccc2ccccc12 was read as BoNT F protease 2, PriA SSB inh -11, DUSP3 inh 12, MazF activator 12, 3CLpro inhibitor 3, Rv3671c inh 3, PrPC surface inh 2, BoNT A protease 0.3, CCHFV vOTU inh 13 and Anthrax LF inh2 -2.
N#Cc1ccccc1Sc1ccccc1C(=O)OCC(=O)NC1CCCCC1 was read as BoNT F protease -3, PriA SSB inh -12, DUSP3 inh -4, MazF activator 16, 3CLpro inhibitor 4, Rv3671c inh -19, PrPC surface inh -7, BoNT A protease -0.1, CCHFV vOTU inh 5 and Anthrax LF inh2 2.
Screening CCOC(=O)N1CCC(NC(=O)c2cc3c(=O)n(C)c4ccccc4c3n2C)CC1 returned BoNT F protease -13, PriA SSB inh -6, DUSP3 inh 12, MazF activator 7, 3CLpro inhibitor -3, Rv3671c inh 5, PrPC surface inh 2, BoNT A protease -0.9, CCHFV vOTU inh 5 and Anthrax LF inh2 -5.
O=C(CCC(=O)Nc1ccc(F)cc1)N/N=C/c1cccc(Br)c1 was read as BoNT F protease -10, DUSP3 inh 10, MazF activator 2, 3CLpro inhibitor -2, Rv3671c inh -9, PrPC surface inh 3, BoNT A protease -2.4, CCHFV vOTU inh 4 and Anthrax LF inh2 2.
Screening COc1ccc(S(=O)(=O)N(C(C)=O)c2ccc3oc(=O)sc3c2)cc1 returned BoNT F protease 1, PriA SSB inh 0, DUSP3 inh 19, MazF activator -3, 3CLpro inhibitor 9, Rv3671c inh 4, PrPC surface inh -2, BoNT A protease -0.6, CCHFV vOTU inh 1 and Anthrax LF inh2 1.
For CC(C)(C)c1ccc(N2C(=N)SCC2=O)cc1 the results were BoNT F protease 7, PriA SSB inh 1, DUSP3 inh 12, MazF activator 1, 3CLpro inhibitor 1, Rv3671c inh 0, PrPC surface inh 10, BoNT A protease -0.6, CCHFV vOTU inh -4 and Anthrax LF inh2 0.
Screening COc1ccc(N2CCN(S(=O)(=O)c3ccc4c(c3)OCCO4)CC2)cc1 returned BoNT F protease 0, PriA SSB inh 10, DUSP3 inh 16, MazF activator 0, 3CLpro inhibitor 3, Rv3671c inh -1, PrPC surface inh -9, BoNT A protease 0.2, CCHFV vOTU inh -4 and Anthrax LF inh2 -3.
`COc1ccc2[nH]c3c(c2c1)CCN1C(=O)C(CC(=O)NC/C=C(\C)CCC=C(C)C)C[C@H](C(=O)N2CCOCC2)[C@@]31CCC1CCCC1` (some centres undefined) gave BoNT F protease -5, PriA SSB inh -11, MazF activator 4, PrPC surface inh -1, BoNT A protease -0.4, CCHFV vOTU inh 1 and Anthrax LF inh2 -2.
For COC(=O)CCN(C(=O)c1cccc(OC(C)=O)c1)c1ccccn1 the results were BoNT F protease -14, PriA SSB inh -6, DUSP3 inh 27, MazF activator -3, 3CLpro inhibitor -1, Rv3671c inh -10, PrPC surface inh -2, BoNT A protease -0.2, CCHFV vOTU inh -7 and Anthrax LF inh2 1.
Cn1c(=O)[nH]c(=O)c2c1nc(N1CCCCC1)n2C/C=N/Nc1ccc(C(=O)O)cc1 was read as BoNT F protease -3, PriA SSB inh inactive, DUSP3 inh 5, MazF activator 14, 3CLpro inhibitor 4, Rv3671c inh 3, PrPC surface inh 4, BoNT A protease -0.9, CCHFV vOTU inh -2 and Anthrax LF inh2 3.
`CCC[N+]1(CC#CCC(c2ccccc2)c2ccccc2)CCCCC1` gave BoNT F protease -5, PriA SSB inh -10, DUSP3 inh 4, MazF activator 8, 3CLpro inhibitor 2, Rv3671c inh 6, PrPC surface inh 9, BoNT A protease 1.1, CCHFV vOTU inh 6 and Anthrax LF inh2 5.
`C/C(=N/OC(=O)c1ccc(C)cc1)c1ccc(N2C(=O)C3CCCCC3C2=O)cc1` (centres undefined) gave BoNT F protease -6, DUSP3 inh 8, MazF activator 5, 3CLpro inhibitor -1, Rv3671c inh -8, PrPC surface inh -1, BoNT A protease -0.3, CCHFV vOTU inh 4 and Anthrax LF inh2 6.
Screening COc1ccc(-c2noc(N3CCC(C(=O)NCCCN4CC(C)CC(C)C4)CC3)n2)cc1 (centres undefined) returned BoNT F protease -3, PriA SSB inh -15, DUSP3 inh 14, MazF activator -26, 3CLpro inhibitor -6, Rv3671c inh -1, PrPC surface inh 2, BoNT A protease -2.2, CCHFV vOTU inh -6 and Anthrax LF inh2 1.
For O=C(c1ccccc1)c1nn(-c2ccccc2)c2nnc(Cc3ccccc3)c(=O)n12 the results were BoNT F protease -2, PriA SSB inh 0, DUSP3 inh -5, MazF activator 9, 3CLpro inhibitor -2, Rv3671c inh -5, PrPC surface inh 3, BoNT A protease -1.6, CCHFV vOTU inh 6 and Anthrax LF inh2 -2.
For Cc1cc(C(=O)N/N=C2\CCCC(=O)C2)c(C)n1-c1ccccc1 the results were BoNT F protease -4, DUSP3 inh 5, MazF activator 4, 3CLpro inhibitor 0, Rv3671c inh -9, PrPC surface inh -6, BoNT A protease -0.4, CCHFV vOTU inh 4 and Anthrax LF inh2 -2.
COC(=O)CCSC(=S)N1CCOCC1 was read as BoNT F protease inconclusive, PriA SSB inh -8, DUSP3 inh 4, MazF activator -4, 3CLpro inhibitor 2, Rv3671c inh 1, PrPC surface inh -2, BoNT A protease 0.6, CCHFV vOTU inh -16 and Anthrax LF inh2 0.
For O=C(Cn1cc[n+](CC(=O)c2ccc(Cl)cc2Cl)c1)c1ccc(Cl)cc1Cl the results were BoNT F protease -25, PriA SSB inh 6, DUSP3 inh -11, MazF activator 27, 3CLpro inhibitor 4, Rv3671c inh 2, PrPC surface inh 0, BoNT A protease -1.0, CCHFV vOTU inh -1 and Anthrax LF inh2 -5.
`CCn1cnc2cc(NS(=O)(=O)c3ccc(C)cc3)ccc21` gave BoNT F protease -12, PriA SSB inh -8, DUSP3 inh 19, MazF activator -7, 3CLpro inhibitor -1, Rv3671c inh -1, PrPC surface inh 8, BoNT A protease -1.1, CCHFV vOTU inh -12 and Anthrax LF inh2 -3.
For O=C(Nc1ccccc1C(=O)N1CCCC1)C1CCN(c2ncccn2)CC1 the results were BoNT F protease 5, PriA SSB inh -6, DUSP3 inh -2, MazF activator -1, 3CLpro inhibitor -2, Rv3671c inh 7, PrPC surface inh 0, BoNT A protease 0.1, CCHFV vOTU inh -2 and Anthrax LF inh2 0.
Screening COc1cc(C(C)=O)ccc1OCC(=O)Nc1cc(S(=O)(=O)N2CCOCC2)ccc1N1CCCC1 returned BoNT F protease 0, PriA SSB inh -31, MazF activator -19, PrPC surface inh 0, BoNT A protease -0.1, CCHFV vOTU inh 5 and Anthrax LF inh2 -5.
For COc1ccc(NC(=O)COC(=O)C2CCN(C(=O)c3ccc(Cl)cc3)CC2)c([N+](=O)[O-])c1 the results were BoNT F protease -2, PriA SSB inh 8, MazF activator 5, Rv3671c inh 1, PrPC surface inh -21, BoNT A protease -0.5, CCHFV vOTU inh 7 and Anthrax LF inh2 -3.
For Cc1cc(-c2nc3ncccc3o2)ccc1NC(=S)NC(=O)C(C)C the results were BoNT F protease -7, PriA SSB inh -8, DUSP3 inh 15, MazF activator -25, 3CLpro inhibitor -2, Rv3671c inh -10, PrPC surface inh -2, BoNT A protease 0.4, CCHFV vOTU inh -11 and Anthrax LF inh2 -1.
Screening CC(=O)Nc1cc(C(F)(F)F)ccc1OCC1CCCO1 (centres undefined) returned BoNT F protease 7, PriA SSB inh -16, DUSP3 inh 0, MazF activator -3, 3CLpro inhibitor 7, Rv3671c inh -12, PrPC surface inh -8, BoNT A protease 0.2, CCHFV vOTU inh 7 and Anthrax LF inh2 -4.
For CCOC(=O)N1CCC(N2Cc3cccc(C(=O)N4CC(C)CC(C)C4)c3C2=O)CC1 (centres undefined) the results were BoNT F protease 3, PriA SSB inh -1, DUSP3 inh 40, MazF activator -10, 3CLpro inhibitor 1, Rv3671c inh 3, PrPC surface inh 4, BoNT A protease 0.4, CCHFV vOTU inh 7 and Anthrax LF inh2 0.
COc1ccc2occ(C(=O)c3ccc(N=C(C)N(C)C)cc3)c2c1 was read as BoNT F protease -7, PriA SSB inh -17, DUSP3 inh -2, MazF activator 5, 3CLpro inhibitor 2, Rv3671c inh 3, PrPC surface inh -9, BoNT A protease 0.3, CCHFV vOTU inh 1 and Anthrax LF inh2 -3.
Screening O=C(N/N=C/c1ccco1)C1(O)c2ccccc2-c2ccccc21 returned BoNT F protease 0, PriA SSB inh inactive, DUSP3 inh 17, MazF activator -2, 3CLpro inhibitor -4, Rv3671c inh 2, PrPC surface inh -5, BoNT A protease -0.2, CCHFV vOTU inh -4 and Anthrax LF inh2 -1.
For CCCC(=O)N1CCC1(C)C(=O)NS(=O)(=O)c1ccc(Cl)cc1 (centres undefined) the results were BoNT F protease -6, PrPC surface inh -7, BoNT A protease -0.3, CCHFV vOTU inh -3 and Anthrax LF inh2 2.
